Assay outcomes (PubChem)
NCOA3 inh: human NCOA3 inhibition; Q9Y6Q9; hit rate 0.17% among 360,000; inhibition, % at 3.6 µM; HEK293 GAL4-SRC3 luciferase reporter, luminescence;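 active means inhibition above a per-campaign cutoff, the mean of all compounds plus 3 SD, cut at about 60% in these data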;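 further: 0% = DMSO-treated cells and 100% = gossypol-treated cells at 36 µM; higher means less SRC3-driven luciferase light from the GAL4 reporter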
SRC1 inh: inhibits human SRC1 coactivator; HEK293 GAL4-SRC1 luciferase reporter, luminescence; inhibition, % at 3.6 µM; hit rate 0.12% among 360,000;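 active means inhibition above the campaign mean plus 3 SD, with each screening campaign given its own cutoff, cut at about 60% in these data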;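 further: 0% = DMSO treated cells and 100% = gossypol at 36 µM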
NR2F2 inh: NR2F2 (human) inhibition, primary screen. P24468. HEK293T NGFI-A luciferase reporter, luminescence. inhibition, % at 8.6 µM. hit rate 0.7% among 370,000. AID 686940;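 active means inhibition above a per-plate cutoff, mean inhibition of test wells between control levels plus 3 SD, cut at about 38% in these data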;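 further: cells cotransfected with COUP-TFII expression vector driving the NGFI-A reporter; 0% = median of COUP-TF2 test wells and 100% = reporter-only cells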
Target sequence (P24468 whole entry, looked up): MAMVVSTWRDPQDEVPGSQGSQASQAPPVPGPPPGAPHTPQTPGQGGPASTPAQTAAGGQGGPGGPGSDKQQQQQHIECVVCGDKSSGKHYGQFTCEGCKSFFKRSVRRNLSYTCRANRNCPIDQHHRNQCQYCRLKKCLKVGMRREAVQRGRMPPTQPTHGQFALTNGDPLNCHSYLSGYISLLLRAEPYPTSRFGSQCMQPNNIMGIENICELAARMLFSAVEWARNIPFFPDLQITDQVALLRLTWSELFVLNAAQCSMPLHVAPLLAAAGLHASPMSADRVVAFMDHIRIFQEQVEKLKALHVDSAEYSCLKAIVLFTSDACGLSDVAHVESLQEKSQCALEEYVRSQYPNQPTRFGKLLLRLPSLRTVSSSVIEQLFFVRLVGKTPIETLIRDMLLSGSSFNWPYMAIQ
TROY NFkB inh: blocks TROY-dependent signaling in reporter cells; Q293 LMP1-TROYcd NF-kB luciferase reporter, 4 h; inhibition, % at 10 µM; hit rate 0.98% among 360,000; AID 1347056;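 active means compounds whose plate-normalised and pattern-corrected inhibition of the luciferase reporter signal at the single screening dose is 50% or more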
LRH-1 inv ag: inverse agonists of human LRH-1 (NR5A2) | O00482 | hit rate 0.13% among 360,000 | inhibition, % at 3.6 µM | AID 602396 | HEK293T StAR-luciferase reporter, LRH-1 transfected, 24 h;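 active means inhibition above the mean inhibition of all tested compounds plus 3 SD, cut at about 73% in these data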;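 further: 0% = DMSO wells and 100% = reporter-only cells lacking LRH-1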
Target sequence (O00482 whole entry, looked up): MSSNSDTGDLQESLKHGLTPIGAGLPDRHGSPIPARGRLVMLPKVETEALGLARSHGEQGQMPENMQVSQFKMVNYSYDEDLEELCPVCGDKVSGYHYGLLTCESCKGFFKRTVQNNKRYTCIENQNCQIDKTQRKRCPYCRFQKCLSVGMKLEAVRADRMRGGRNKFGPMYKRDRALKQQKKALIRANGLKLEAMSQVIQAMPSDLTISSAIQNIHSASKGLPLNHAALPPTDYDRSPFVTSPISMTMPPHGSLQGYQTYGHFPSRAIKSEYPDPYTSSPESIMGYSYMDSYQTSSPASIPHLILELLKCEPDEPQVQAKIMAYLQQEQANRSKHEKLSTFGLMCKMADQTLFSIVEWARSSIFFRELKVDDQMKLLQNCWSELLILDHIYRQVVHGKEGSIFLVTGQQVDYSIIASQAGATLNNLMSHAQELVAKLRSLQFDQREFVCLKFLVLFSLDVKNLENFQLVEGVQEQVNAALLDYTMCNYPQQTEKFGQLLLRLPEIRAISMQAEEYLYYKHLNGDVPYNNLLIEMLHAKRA
Shn3 3UTR inh: reduces Shn3 3'UTR luciferase signal in osteoblasts; Clone20 osteoblast Shn3 3'UTR firefly luciferase, 24 h; inhibition, % at 12.5 µM; hit rate 0.52% among 360,000;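 active means mean inhibition of at least 75% with every replicate also reaching 75%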;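 further: 0% = median of neutral control wells and 100% = pilot-screen positive control compound; some compounds past the cut are filed as inactive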
LMP1 NFkB inh: inhibitors of Epstein-Barr LMP1-induced NF-kappaB reporter. LMP1-induced NF-kappaB luciferase reporter cells, luminescence. inhibition, % at 12.5 µM. hit rate 0.69% among 350,000. AID 504558; in the data active means inhibition above about 41%;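 further: 0% = neutral control wells and 100% = reference inhibitor control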
KKLEB cytotox: counter-screen for CF NF-kB inhibitors: cytotoxicity; hit rate 0.36% among 360,000; KKLEB CF airway cells viability, ATPlite luminescence, overnight; active compounds read low; cells stimulated with P. aeruginosa culture filtrate; activity change (cytotoxicity), % at 5 µM;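 active means corrected activity change at or below -50% at 5 µM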
CF NFkB inh: inhibitors of cystic fibrosis induced NF-kB; KKLEB NF-kB-GFP reporter, PAF-induced, GFP fluorescence overnight; inhibition, % at 5 µM; hit rate 0.86% among 360,000;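 active means at least 50% inhibition at 5 µM, scaled per plate between neutral and stimulator controls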;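 further: PAF is a Pseudomonas aeruginosa culture filtrate used as stimulus; plate controls were PAF-stimulated DMSO wells for no effect and unstimulated DMSO wells for full effect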
C8 TRAIL sens: caspase-8 TRAIL sensitization. NB7+C8 cells + TRAIL, ATPlite viability luminescence. inhibition (viability loss, TRAIL sensitization), % at 10 µM. hit rate 1% among 360,000;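 active means compounds causing at least 50% loss of cell viability in the single-dose screen, relative to plate controls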
TWEAK-Fn14 inh: blocks TWEAK-Fn14 interaction in a reporter cell assay | TWEAK-stimulated Fn14 reporter cells, luciferase luminescence, 8 h | inhibition, % at 10 µM | AID 1159606 | hit rate 2% among 360,000; in the data active means inhibition above about 50%
* marks the source's active call; other numbers are inactive results. Only part of the results is shown (hit frequency here may not be typical).

`Cc1cc(C(=O)CN2C(=O)NC3(CCCCCC3)C2=O)c(C)n1C` gave NCOA3 inh -27, SRC1 inh -36, NR2F2 inh -15, TROY NFkB inh 0, LRH-1 inv ag -40, Shn3 3UTR inh -25, LMP1 NFkB inh -20, KKLEB cytotox 4, CF NFkB inh -2, C8 TRAIL sens -14 and TWEAK-Fn14 inh 9.
CCOc1ccc(NC(=O)C2CCC(CNc3c(N4CCC(C)CC4)c(=O)c3=O)CC2)cc1 (stereo unspecified) was read as NCOA3 inh 4, SRC1 inh 3, NR2F2 inh -9, TROY NFkB inh -5, LRH-1 inv ag 5, Shn3 3UTR inh 21, LMP1 NFkB inh 13, KKLEB cytotox -1, CF NFkB inh -6, C8 TRAIL sens -7 and TWEAK-Fn14 inh -13.
CCOC(=O)c1ccc(NC(=S)NCc2cccnc2)cc1 was read as NCOA3 inh -4, SRC1 inh 3, NR2F2 inh 14, TROY NFkB inh -3, LRH-1 inv ag -8, Shn3 3UTR inh 5, LMP1 NFkB inh 6, KKLEB cytotox -3, CF NFkB inh 1, C8 TRAIL sens 1 and TWEAK-Fn14 inh -6.
For C[C@H]1CN([C@@H](C)CO)S(=O)(=O)c2ccc(Br)cc2O[C@H]1CN(C)S(=O)(=O)c1ccccc1 the results were NCOA3 inh -5, SRC1 inh 1, NR2F2 inh -3, TROY NFkB inh 0, LRH-1 inv ag -1, Shn3 3UTR inh 14, LMP1 NFkB inh -5, KKLEB cytotox 0, CF NFkB inh -17, C8 TRAIL sens 11 and TWEAK-Fn14 inh -10.
`CC1(OC(=O)CCc2ccccc2)C(=O)C=C2C=C(c3ccc(C#N)cc3)N(Cc3ccco3)C=C2C1=O` (stereo unspecified) gave NCOA3 inh -5, SRC1 inh -14, NR2F2 inh 7, TROY NFkB inh -11, LRH-1 inv ag -4, Shn3 3UTR inh -17, LMP1 NFkB inh -11, KKLEB cytotox 16, CF NFkB inh -31, C8 TRAIL sens -2 and TWEAK-Fn14 inh 1.
CSc1ncnc2c1ncn2CCCN(C)Cc1ccco1 was read as NCOA3 inh 4, SRC1 inh 6, NR2F2 inh -7, TROY NFkB inh -4, LRH-1 inv ag 10, Shn3 3UTR inh 5, LMP1 NFkB inh 0, KKLEB cytotox -1, CF NFkB inh 1, C8 TRAIL sens -15 and TWEAK-Fn14 inh 3.
O=C(CNC(=O)c1ccc(Cl)cc1Cl)NCC(=O)Nc1ccccc1N1CCOCC1 was read as NCOA3 inh -17, SRC1 inh -14, NR2F2 inh 3, TROY NFkB inh -6, LRH-1 inv ag 14, Shn3 3UTR inh -3, LMP1 NFkB inh -4, KKLEB cytotox -2, CF NFkB inh 6, C8 TRAIL sens -2 and TWEAK-Fn14 inh 1.
OCC[C@H]1C[C@@H](O)[C@H](O)[C@]2(Cc3ccccc3O2)O1 was read as NCOA3 inh 12, SRC1 inh 1, NR2F2 inh -20, TROY NFkB inh -16, LRH-1 inv ag 9, Shn3 3UTR inh -3, LMP1 NFkB inh 3, KKLEB cytotox -12, CF NFkB inh 23, C8 TRAIL sens -12 and TWEAK-Fn14 inh -9.
CCN(CC)C(=O)c1ccc2nc(-c3ccccc3)c(-c3ccccc3)nc2c1 was read as NCOA3 inh 18, SRC1 inh 0, NR2F2 inh 11, TROY NFkB inh 1, LRH-1 inv ag 5, Shn3 3UTR inh 3, LMP1 NFkB inh -5, KKLEB cytotox 3, CF NFkB inh -9, C8 TRAIL sens 2 and TWEAK-Fn14 inh -6.
Screening O=C1CN(C(=O)c2ccccc2)C(c2ccccc2)c2cc(F)ccc2N1 (stereo unspecified) returned NCOA3 inh -15, SRC1 inh -7, NR2F2 inh 3, TROY NFkB inh 0, LRH-1 inv ag 0, Shn3 3UTR inh 2, LMP1 NFkB inh 6, KKLEB cytotox 1, CF NFkB inh -5, C8 TRAIL sens 3 and TWEAK-Fn14 inh 3.
For Cn1c(=O)c2cc(NC(=S)NC3CC3)ccc2n1C/C=C/c1ccccc1 the results were NCOA3 inh 5, SRC1 inh -24, NR2F2 inh -10, TROY NFkB inh -8, LRH-1 inv ag -19, Shn3 3UTR inh -9, KKLEB cytotox -8, CF NFkB inh 0, C8 TRAIL sens -3 and TWEAK-Fn14 inh -11.
COc1ccc(NC(=O)CCCn2cnc3ccccc3c2=O)cc1 was read as NCOA3 inh -18, SRC1 inh -1, NR2F2 inh -1, TROY NFkB inh 4, LRH-1 inv ag -23, Shn3 3UTR inh 11, LMP1 NFkB inh 0, KKLEB cytotox -2, CF NFkB inh 4, C8 TRAIL sens -8 and TWEAK-Fn14 inh 0.

Structures listed so far that contain a furan ring, fused or not, in the order listed:
`CC1(OC(=O)CCc2ccccc2)C(=O)C=C2C=C(c3ccc(C#N)cc3)N(Cc3ccco3)C=C2C1=O` (stereo unspecified) gave NCOA3 inh -5, SRC1 inh -14, NR2F2 inh 7, TROY NFkB inh -11, LRH-1 inv ag -4, Shn3 3UTR inh -17, LMP1 NFkB inh -11, KKLEB cytotox 16, CF NFkB inh -31, C8 TRAIL sens -2 and TWEAK-Fn14 inh 1.
CSc1ncnc2c1ncn2CCCN(C)Cc1ccco1 was read as NCOA3 inh 4, SRC1 inh 6, NR2F2 inh -7, TROY NFkB inh -4, LRH-1 inv ag 10, Shn3 3UTR inh 5, LMP1 NFkB inh 0, KKLEB cytotox -1, CF NFkB inh 1, C8 TRAIL sens -15 and TWEAK-Fn14 inh 3.

Next part:
Cc1cccc(C)c1NC(=O)Cn1nnc(-c2ccc(CN3CCC(C)CC3)cc2)n1 was read as NCOA3 inh 17, SRC1 inh 7, NR2F2 inh -6, TROY NFkB inh 21, LRH-1 inv ag 15, Shn3 3UTR inh 38, LMP1 NFkB inh -4, KKLEB cytotox 7, CF NFkB inh -4, C8 TRAIL sens -2 and TWEAK-Fn14 inh -5.
Screening COc1ccc(NC(=O)CN(C)C(=O)c2ccccc2OC)cc1 returned NCOA3 inh -12, SRC1 inh -4, NR2F2 inh 17, TROY NFkB inh 4, LRH-1 inv ag -9, Shn3 3UTR inh -13, LMP1 NFkB inh -5, KKLEB cytotox 8, CF NFkB inh -5, C8 TRAIL sens -3 and TWEAK-Fn14 inh 7.
For C=CCNC(=O)CCCCC(=O)NCC=C the results were NCOA3 inh -2, SRC1 inh -10, NR2F2 inh -2, TROY NFkB inh -12, LRH-1 inv ag -3, Shn3 3UTR inh -41, LMP1 NFkB inh 4, KKLEB cytotox -5, CF NFkB inh -6, C8 TRAIL sens -17 and TWEAK-Fn14 inh -18.
Screening COc1ccc(C2N3CC4(C)CN2CC(C)(C3)C4)cc1OC (stereo unspecified) returned NCOA3 inh -3, SRC1 inh 1, NR2F2 inh -7, TROY NFkB inh -12, LRH-1 inv ag -8, Shn3 3UTR inh 1, LMP1 NFkB inh 0, KKLEB cytotox -11, CF NFkB inh -13, C8 TRAIL sens -6 and TWEAK-Fn14 inh -9.
N#CCCN(C(=O)COC(=O)c1ccc(Cl)nc1)c1ccc2c(c1)OCCO2 was read as NCOA3 inh -3, SRC1 inh 7, NR2F2 inh 9, TROY NFkB inh 10, LRH-1 inv ag -13, Shn3 3UTR inh -12, LMP1 NFkB inh 4, KKLEB cytotox 12, CF NFkB inh -29, C8 TRAIL sens -2 and TWEAK-Fn14 inh -2.
`CCC(C)N1C(=O)CCC1C(=O)N1CCN(c2ccccc2F)CC1` (stereo unspecified) gave NCOA3 inh 23, SRC1 inh 20, NR2F2 inh -30, TROY NFkB inh -2, LRH-1 inv ag 24, Shn3 3UTR inh 4, LMP1 NFkB inh -1, KKLEB cytotox 3, CF NFkB inh -2, C8 TRAIL sens -5 and TWEAK-Fn14 inh 8.
For Cc1nn2c(CN(C(=O)COc3ccccc3)c3ccccc3)nnc2c2ccccc12 the results were NCOA3 inh 8, SRC1 inh 9, NR2F2 inh 11, TROY NFkB inh -6, LRH-1 inv ag -6, Shn3 3UTR inh -7, LMP1 NFkB inh -8, KKLEB cytotox -12, CF NFkB inh 8, C8 TRAIL sens 22 and TWEAK-Fn14 inh 18.
O=C(O)c1cccnc1SC1CC(=O)N(Cc2ccccc2)C1=O (stereo unspecified) was read as NCOA3 inh 17, SRC1 inh 6, NR2F2 inh -14, TROY NFkB inh 11, LRH-1 inv ag -10, Shn3 3UTR inh -1, LMP1 NFkB inh -3, KKLEB cytotox -12, CF NFkB inh 5, C8 TRAIL sens -8 and TWEAK-Fn14 inh -32.
`CN(C(=O)CSc1cccc[n+]1[O-])C1CCCCC1` gave NCOA3 inh -2, SRC1 inh -17, NR2F2 inh -26, TROY NFkB inh 8, LRH-1 inv ag -7, Shn3 3UTR inh -10, LMP1 NFkB inh 0, KKLEB cytotox -11, CF NFkB inh -4, C8 TRAIL sens 10 and TWEAK-Fn14 inh 13.
For Cc1ccc(NCc2ccc(O)c3ncccc23)cc1C the results were NCOA3 inh -11, SRC1 inh -5, NR2F2 inh -8, TROY NFkB inh 4, LRH-1 inv ag -4, Shn3 3UTR inh -3, LMP1 NFkB inh -4, KKLEB cytotox 0, CF NFkB inh 2, C8 TRAIL sens -6 and TWEAK-Fn14 inh 7.
Screening Nc1ccn(Cc2cccc(Cl)c2)n1 returned NCOA3 inh 8, SRC1 inh 10, NR2F2 inh 4, TROY NFkB inh -3, LRH-1 inv ag -6, Shn3 3UTR inh 4, LMP1 NFkB inh 1, KKLEB cytotox 12, CF NFkB inh -8, C8 TRAIL sens -5 and TWEAK-Fn14 inh -2.
Cc1c(C)n(CCCN(C)C)c2ncnc(Nc3ccc(F)cc3)c12 was read as NCOA3 inh 7, SRC1 inh -10, NR2F2 inh 7, TROY NFkB inh 19, LRH-1 inv ag -16, Shn3 3UTR inh -52, LMP1 NFkB inh -9, KKLEB cytotox 2, CF NFkB inh -19, C8 TRAIL sens -1 and TWEAK-Fn14 inh 38.
Screening CCC1=C(OC(=O)N(CC)CC)N2C(=O)OC(=NCC(=O)OC)[C@]2(Cc2ccccc2)[C@H]2C1=CC[C@H]1C(=O)N(CC(=O)OC)C(=O)[C@H]12 returned NCOA3 inh 8, SRC1 inh -21, NR2F2 inh 10, TROY NFkB inh 13, LRH-1 inv ag 3, Shn3 3UTR inh -6, LMP1 NFkB inh 7, KKLEB cytotox -9, CF NFkB inh 13, C8 TRAIL sens 6 and TWEAK-Fn14 inh 15.
For COc1cc(OC)cc(C(=O)NNC(=S)NCc2ccco2)c1 the results were NCOA3 inh 18, SRC1 inh -33, NR2F2 inh -22, TROY NFkB inh 7, LRH-1 inv ag -3, Shn3 3UTR inh 4, LMP1 NFkB inh 1, KKLEB cytotox 11, CF NFkB inh -1, C8 TRAIL sens -3 and TWEAK-Fn14 inh -6.
O=C(NCCN1CCOCC1)c1ccccc1[N+](=O)[O-] was read as NCOA3 inh 1, SRC1 inh 10, NR2F2 inh -11, TROY NFkB inh 6, LRH-1 inv ag 13, Shn3 3UTR inh -22, LMP1 NFkB inh 1, KKLEB cytotox -4, CF NFkB inh 22, C8 TRAIL sens 0 and TWEAK-Fn14 inh -4.
